Screening data as filed in PubChem BioAssay.
rTrxR1 inhibitor: qHTS Assay for Inhibitors of Mammalian Selenoprotein Thioredoxin Reductase 1 (TrxR1): qHTS. Thioredoxin reductase 1, cytoplasmic (Rattus norvegicus), O89049. Potency, µM (doses to about 114 µM), inactives show top-dose activity change, negative = inhibition, hits mostly inhibitors. 1% of 390,000 active. recombinant rTrxR1, NADPH fluorescence consumption, selenite substrate; also: potency is read from the fitted curve at half-maximal effect; % is scaled to controls: 0 for no effect and ±100 for the full control effect; nearly all actives have a fitted effect of over 65% in size
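Rat TrxR1 (90 nM in the dispensed reagent) was pre-reduced with 400 uM NADPH for 5 min at room temperature, then incubated with compound for 15 min. After 400 uM selenite was added, NADPH fluorescence (Ex 340/Em 450 nm) was followed for 8 min.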
GLS inh: qHTS for Inhibitors of Glutaminase (GLS) | Glutaminase kidney isoform, mitochondrial (Homo sapiens), O94925 | GLS enzymatic activity, qHTS titration | Potency, µM (series often up to 45.5 µM), without a hit: at the top dose activity change, negative = inhibition, actives largely listed as inhibitors | 0.21% of 410,000 active; also: potency is read from the fitted curve at half-maximal effect; % is scaled to controls: 0 for no effect and ±100 for the full control effect
Target sequence (O94925 whole entry, looked up, canonical isoform): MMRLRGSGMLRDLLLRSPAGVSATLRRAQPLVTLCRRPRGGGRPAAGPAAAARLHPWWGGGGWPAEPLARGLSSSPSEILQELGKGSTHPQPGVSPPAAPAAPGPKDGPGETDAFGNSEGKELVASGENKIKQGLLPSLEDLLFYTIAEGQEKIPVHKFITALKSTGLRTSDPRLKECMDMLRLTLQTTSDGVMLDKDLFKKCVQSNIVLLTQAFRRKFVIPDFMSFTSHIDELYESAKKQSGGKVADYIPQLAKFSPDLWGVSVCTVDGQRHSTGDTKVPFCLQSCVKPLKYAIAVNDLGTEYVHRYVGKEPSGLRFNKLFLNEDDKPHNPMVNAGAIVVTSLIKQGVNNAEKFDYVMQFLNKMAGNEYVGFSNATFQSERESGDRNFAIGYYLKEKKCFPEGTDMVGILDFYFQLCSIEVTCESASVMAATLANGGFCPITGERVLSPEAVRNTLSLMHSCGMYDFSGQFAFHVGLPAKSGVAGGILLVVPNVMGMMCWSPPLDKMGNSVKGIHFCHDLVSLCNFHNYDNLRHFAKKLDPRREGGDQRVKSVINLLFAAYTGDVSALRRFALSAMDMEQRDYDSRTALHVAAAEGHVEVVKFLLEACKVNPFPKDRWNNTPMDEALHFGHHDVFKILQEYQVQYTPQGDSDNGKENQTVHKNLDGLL
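Glutamate formation by hKGA was monitored fluorometrically using coupled glutamate oxidase, HRP and Amplex Red. Substrate was added as 1 mM L-glutamine solution; incubation was 30 min at RT after an initial read.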
Pin1 inhibitor: qHTS Assay to Find Inhibitors of Pin1. Peptidyl-prolyl cis-trans isomerase NIMA-interacting 1 (Homo sapiens), Q13526. Pin1 FP peptide displacement, HiFluor488, 10 min. Potency, µM (series often up to 115 µM), without a hit: at the top dose activity, negative = inhibition, most hits filed as inhibitors. 0.009% of 390,000 active. AID 504891, 2011; active = well fitted inhibition curve with a large enough effect in the polarisation, with a control signal flat, not every such curve was filed as active; inconclusive = small, poorly fitted or top-dose-only effect, or effect the other way, or a change in a side signal; inactive = no such curve, though single readings can be large or run the other way; the % refers to the polarisation; also: potency is read from the fitted curve at half-maximal effect; % is scaled to controls: 0 for no effect and ±100 for the full control effect
Target sequence (Q13526 whole entry, looked up): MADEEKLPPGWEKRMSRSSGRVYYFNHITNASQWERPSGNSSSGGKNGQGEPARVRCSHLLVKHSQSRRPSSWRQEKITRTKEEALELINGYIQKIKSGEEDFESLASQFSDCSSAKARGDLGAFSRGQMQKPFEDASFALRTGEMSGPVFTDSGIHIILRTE
HP1b binding inh: HTS for Inhibitors of HP1-beta Chromodomain Interactions with Methylated Histone Tails; AlphaScreen HP1-beta / biotin-H3K9me3 peptide binding; Chromobox protein homolog 1 (Homo sapiens), P83916; 0.56% of 390,000 active; AID 540317, 2011; Potency, µM (top dose mostly 114 µM), inactives show at the highest dose activity change, negative = inhibition, hits mostly inhibitors; also: potency is read from the fitted curve at half-maximal effect; nearly all actives have a fitted effect of over 70% in size; inactives centre near 23
Target sequence (P83916 whole entry, looked up): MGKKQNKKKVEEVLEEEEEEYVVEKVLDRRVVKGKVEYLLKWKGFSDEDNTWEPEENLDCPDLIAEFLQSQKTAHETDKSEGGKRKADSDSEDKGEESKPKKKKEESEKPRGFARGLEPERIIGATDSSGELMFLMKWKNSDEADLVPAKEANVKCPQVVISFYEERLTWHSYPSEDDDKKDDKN
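Compound inhibition of the preformed complex between 50 nM HP1-beta and 50 nM biotinylated H3K9me3 peptide was read by AlphaScreen. Buffer was PBS pH 7.4 with 0.01% Tween-20. Incubations ran 30 min at room temperature, with 10 ug/mL donor/acceptor beads.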
USP1 inh: Inhibitors of USP1/UAF1: Primary Screen; recombinant USP1/UAF1, Ub-Rhodamine cleavage fluorescence; Potency, µM (highest dose often 57.1 µM), without a hit: at the top dose activity change, negative = inhibition, actives largely listed as inhibitors; 0.23% of 390,000 active; also: potency is read from the fitted curve at half-maximal effect; % is scaled to controls: 0 for no effect and ±100 for the full control effect; nearly all actives have a fitted effect of over 60% in size; inactives centre near -12
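High-throughput fluorogenic screen: 1nM USP1/UAF1 complex, Ub-Rho substrate 150nM final, 50mM HEPES pH 7.8 with 0.5mM EDTA, 0.1 mg/ml BSA, 1mM TCEP and 0.01% Tween-20.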
PGK inhibitor: qHTS Assay to Find Inhibitors of Phosphoglycerate Kinase; PGK/GAPDH coupled, Kinase-Glo luminescence, 60 min; Potency, µM (doses to about 57.5 µM), for the others: top-dose activity change, negative = inhibition, usual class: inhibitors; 0.043% of 380,000 active; also: potency is read from the fitted curve at half-maximal effect; % is scaled to controls: 0 for no effect and ±100 for the full control effect; nearly all actives have a fitted effect of over 60% in size
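Luminescent ATP detection (Kinase-Glo Plus) follows a 60-minute room-temperature incubation, with wells lacking PGK as controls. Buffer: 100 mM TEA (pH 7.6), 5 mM MgCl2, 0.01% Tween-20. Coupling enzyme GAPDH (100 nM final) supplies unstable 1,3-BPG in-well.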
mIDH1 inhibitor: qHTS for Inhibitors of mutant isocitrate dehydrogenase 1 (IDH1): qHTS; Isocitrate dehydrogenase [NADP] cytoplasmic (Homo sapiens), O75874; IDH1-R132H enzyme, NADPH consumption, diaphorase/resazurin fluorescence; Potency, µM (doses to about 76.6 µM), inactives show at the highest dose activity change, negative = inhibition, actives largely listed as inhibitors; 0.093% of 390,000 active; AID 602179, 2012; also: potency is read from the fitted curve at half-maximal effect; % is scaled to controls: 0 for no effect and ±100 for the full control effect; nearly all actives have a fitted effect of over 65% in size
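IDH1-R132H (0.5 ug/mL) preincubated 30 min with compound, then NADPH (0.016 mM) and alpha-KG (2 mM) added; 80 min at RT, pH 7.5. Remaining NADPH coupled via diaphorase/resazurin to fluorescence (540/590 nm); concentration-response curves normalized to no-enzyme control.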
TrxR1 substrate: qHTS Assay for Substrates of Mammalian Selenoprotein Thioredoxin Reductase 1 (TrxR1): qHTS; purified TrxR1 substrate turnover, NADPH consumption readout; Potency, µM (series often up to 114 µM), inactives show at the top dose activity change, negative = substrate turnover; 0.01% of 390,000 active; AID 588456, 2011; also: potency is read from the fitted curve at half-maximal effect; % is scaled to controls: 0 for no effect and ±100 for the full control effect; nearly all actives have a fitted effect of over 50% in size
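Rat TrxR1, dispensed at 90 nM, was prereduced with 400 uM NADPH (final) for 5 min at ~22 deg C, then incubated with compound 15 min before 400 uM selenite. A first-read NADPH fluorescence drop versus no-compound background flagged substrates.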
PI4K2A block: qHTS for small molecular inhibitors of PI4K2A; Phosphatidylinositol 4-kinase type 2-alpha (Homo sapiens), Q9BTU6; purified PI4K2A, ADP-Glo luminescence, 1 h; active compounds read low; activity change, negative = inhibition, % at 76.9 µM; 0.13% of 420,000 active; AID 1346378, 2018; in the data active = activity change below about -50%; inconclusive = mostly about -30% to -49%;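 also: -100% = wells without enzyme as full effect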
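ADP-Glo luminescence measured ADP generated by PI4K2A enzyme (4 ug/mL before mixing) with 1.2 mM PI substrate (pre-mix) and 300 microM ATP (pre-mix). Tris pH7.5 buffer with MgCl2, Triton X-100; 1 h reaction at ambient temperature.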
The depositor's hits bear a star; i = inactive; ? = inconclusive; / = no result given; & = joins results of further samples; [ ] = dose if it differs, or a comment. Unless noted, calls follow the shape of the dose curve; as a rule, active = well fitted curve in the direction sought with a large enough effect; inconclusive = small, poorly fitted or top-dose-only effect, or another doubt; inactive = no such curve, though single readings can be large; an effect the other way counts as inactive or inconclusive.

| Molecule | rTrxR1 inhibitor | GLS inh | Pin1 inhibitor | HP1b binding inh | USP1 inh | PGK inhibitor | mIDH1 inhibitor | TrxR1 substrate | PI4K2A block |
| --- | --- | --- | --- | --- | --- | --- | --- | --- | --- |
| CC(C)CN(C(=O)c1cccc(F)c1)c1c(N)n(CC(C)C)c(=O)[nH]c1=O | 4% | 0% | -12% | 17% | 4% | 2% | 6% | 5%[0.457 µM] | -17 |
| CCOC(=O)CSc1nc2ccccc2c(=O)n1C1CCCC1 | -7% | 1% | -3% | 122% | -23% | -6% | 8% | -7% | 2 |
| CCOc1ccc(CNc2cccc(SC)c2)cc1 | 26%[11.4 µM] | -20% | -11% | 45µM* | -4% | -1% | 6% | 8%[11.4 µM] | 4 |
| COC(=O)c1cc2oc(C)cc2n1CC(=O)N1CCCc2ccccc21 | 8% | 3% | -3% | -20% | ? | -10% | 0% | 0% | -5 |
| Nc1ncnc2c1ncn2[C@@H]1O[C@H](CNCc2ccccc2OCc2ccc(Cl)cc2Cl)[C@@H](O)[C@H]1O | 15% | -2% | -4% | 13% | -10% | -5% | 30%[activator] | 11% | -4 |
| O=C(NCCc1csc(-c2ccc(C(F)(F)F)cc2)n1)c1ccccc1Cl | 21%[57.1 µM] | 0% | 4% | 16%[57 µM] | -23% | -2% | -2% | 7%[57.1 µM] | 0 |
| CCn1c(CNc2ccc(Cl)cc2)nnc1SCc1ccccc1 | 7% | 13% | 2% | 19% | -9% | -5% | 9% | -3% | -1 |
| O=C(COc1ccc(Cl)cc1)NC1CC1 | 20% | -2% | 7% | 55%[activator] | -20% | i | 19% | 8% | -5 |
| CCOC(=O)C1CCN(C(=O)c2cc3ccccc3oc2=O)CC1 | 10% | -14% | -3% | 63%[activator] | -2% | 3% | -11% | -2% | 2 |
| O=C1C2C3CCC(C3)C2C(=O)N1c1ccc(OS(=O)(=O)c2ccccc2)cc1 (stereo unspecified) | 12%[57.1 µM] | -15% | 7% | 30% | -10% | 3% | 5% | -2% | -20 |
| O=C(Cc1ccc(F)cc1)N(c1ccccc1)C1C=CS(=O)(=O)C1 (stereo unspecified) | 17% | 0% | -13% | 26% | -6% | 3%[11.5 µM] | 1% | 8% | 0 |
| COc1ccc(/C=[N+](\[O-])C2N(c3ccccc3)C(=S)SC2(C)C)cc1OC (stereo unspecified) | -12%[57.1 µM] | -2% | -16% | 16% | -3% | -6% | 0% | -10% | 0 |
| Nc1nnc(-c2ccc(Cl)cc2)o1 | 23%[57.1 µM] | 0% | -4% | 61%[activator] | -18% | -2% | 5% | 16%[57.1 µM] | -1 |
| CC(C)(C)C(=O)CSc1nc2c(c(-c3cccs3)c1C#N)CCC2 | -19% | -7% | 50%[activator] | 90%[activator] | -24% | i | 10% | -4% | -1 |
| O=C(N/N=C/c1ccccn1)c1cccs1 | 12% | 1% | 8% | 32% | 2% | -11% | -1% | -11% | -1 |
| COc1ccc(S(=O)(=O)N2CCOCC2)cc1NC(=O)Cc1sc(C)nc1-c1ccc(F)cc1 | 10% | 2% | 0% | 7% | -19% | 9% | -1% | 0% | -3 |
| COc1ccc(NC(=O)C2CC3CCC2C3)c(OC)c1 (stereo unspecified) | -1% | 7% | 0% | 10% | -3% | -11% | -5% | 3% | -5 |
| Cc1c(C(=O)N2CCCCC2)c(S(=O)(=O)N2c3ccccc3CC2C)c(C)n1C (stereo unspecified) | 24%[57.1 µM] | -19% | -4% | -5% | -20% | -8% | 4% | -1%[57.1 µM] | 9 |
| CCOc1ccc(OCc2ccc(C(=O)Nc3cccnc3)o2)cc1 | -1% | 0% | ? | 7% | -2% | -1% | 0% | 6% | -2 |
| O=C(O)Cc1c[nH]c2ccccc12 | -1% | 21% | 2% | 1% | 16% | 6% | -8% | -2% | 5 |
| COc1cc(OC)c(NC(=S)Nc2cc(Cl)cc(Cl)c2)cc1Cl | -21% | ? | 1% | -3% | -14% | i | 1% | 5%[57.1 µM] | -3 |
| CCOc1ccc(C(=O)NC2CC(=O)N(c3ccc(C)cc3)C2)cc1OCC (stereo unspecified) | 15%[57.1 µM] | -2% | -13% | 16% | -24% | -5% | 1% | 5%[57.1 µM] | -4 |
| CC(C)(C)S(=O)(=O)c1cnc(N2CCCCC2)nc1N | 14%[57.1 µM] | 3% | 6% | 4% | -1% | i | -2% | 4%[57.1 µM] | 4 |
| O=C(/C=C/c1ccc(-c2ccccc2)cc1)NCc1cccnc1 | 12% | -3% | 1% | 31% | -25% | 6% | -8% | 5% | 0 |
| C=CCNC(=S)N1CCC(C(=O)c2ccc3c(c2)OCCO3)CC1 | 3% | -11% | 3% | 44%[activator] | -18% | -1% | 10% | -4%[57.1 µM] | 0 |
| Cc1ccc(/C=C2/SC(=S)N(CCC(=O)NCCCN3CCOCC3)C2=O)cc1 | -7%[57.1 µM] | 6% | 4% | -16% | 2% | -2% | 0% | -1%[57.1 µM] | 0 |
| O=C(C1CCC(=O)N1Cc1cccs1)N1CCOCC1 (stereo unspecified) | 12% | 12% | -2% | 24% | -24% | -3% | 3% | 10%[57.1 µM] | -4 |
| Cc1ccc2c(c1)sc1nncn12 | / | -6% | / | / | -20% | -1% | 5% | / | 8 |
| O=C(COC(=O)c1cccc(S(=O)(=O)N2CCCC2)c1)Nc1ccccc1C(F)(F)F | 4%[57.1 µM] | 10% | -5% | 22% | -10% | 8% | -6% | 0%[57.1 µM] | -2 |
| Cc1ccc(-n2nc3c(N4CCC(C(=O)NCCc5ccccc5C)CC4)nnc(C)c3c2C)cc1 | 19%&20% | -15%&-3% | 52%&32%[activator] | 22%&1% | -10%&-18% | -2%&-4% | 0%&-4% | 9%&12% | -1&12 |
| CCOC(=O)c1cccnc1SCC(=O)Nc1ccc(C)cc1 | 22%[57.1 µM] | 0% | 0% | 8% | -10% | 1% | 7% | 6%[57.1 µM] | 3 |
| Cc1ccc(N(CC(=O)N2CCCCCC2)S(=O)(=O)c2ccccc2)cc1 | 26%[57.1 µM] | -3% | 3% | 26% | -2% | -1% | 9% | -10% | 1 |
| O=C1c2ccccc2CN1CCNC(=S)NC1CCCCC1 | 5%[57.1 µM] | -9% | -7% | 40%[activator] | -16% | -7% | 1% | -3%[57.1 µM] | 1 |
| CCOC(=O)N1CCN(C(=O)c2ccc3c(=O)n(CCc4ccc(OC)c(OC)c4)c(=O)[nH]c3c2)CC1 | 23% | 1% | -3% | 20% | -22% | 1% | -2% | 5% | 4 |
| Cc1ccc(S(=O)(=O)N(c2cccc(C)c2)C2CCS(=O)(=O)C2)cc1 (stereo unspecified) | 34% | -8% | 5% | 32% | -25% | 1% | 6% | 11% | -4 |
| Cc1ccccc1C(=O)NC(=S)Nc1ccccc1N1CCCC1 | 5% | 28% | 3% | ? | -26% | 0% | 1% | -11% | -7 |
| Cc1ccc2oc(C(=O)Nc3cccc(-c4nc5ccccc5s4)c3)c(C)c2c1 | 35% | -17% | 6% | -12% | -11% | i | -5% | 6% | 6 |
| O=C(Nc1ccc(Br)cn1)c1cccc2ccccc12 | 11%[57.1 µM] | -6% | -7% | 32% | 10% | 5% | 23% | 1%[57.1 µM] | -5 |
| CN(C(=O)c1ccc(NC(=O)Cc2ccc(NC(=O)C3CCCN(C(=O)CCc4ccccc4)C3)cc2)cc1)C1CCCC1 (stereo unspecified) | 14% | 3% | 53%[activator] | 38% | -31% | 7% | -6%[38.3 µM] | 1% | 0 |
| O=C(NNC(=O)c1ccc[nH]1)c1cccc(C(F)(F)F)c1 | 8% | 3% | -1% | 21% | -7% | 7% | -7% | -4% | -2 |
| O=C(CSc1nnc(CNC(=O)c2c(F)cccc2Cl)o1)NCc1ccccc1 | 40%[activator] | 4% | 2% | 26% | -13% | 6% | -2% | 4% | 3 |
| Cc1cccc(N2CC(O)=C(c3nc4ccccc4n3C)C2=N)c1 | -9% | 6% | 8% | -2% | -5% | -1% | 1% | -9% | 6 |
| Cn1c(=O)oc2cc(S(=O)(=O)N3CCCC(C(=O)Nc4nccs4)C3)ccc21 (stereo unspecified) | 13% | 5% | 7% | 42%[activator] | -14% | -3% | 15% | 4% | -1 |
| O=S(=O)(Nc1ccc(S(=O)(=O)N2CCCC2)cc1)c1ccccc1Br | 11% | 7% | 1% | 43%[activator] | -14% | 0% | 3% | 2% | -3 |
| O=[N+]([O-])c1ccc(/C=N/N2CCCCC2)cc1 | 9% | 9% | -1% | ? | -25% | -4% | -3% | -1% | 3 |
| O=C(Cn1ncn2c(cc3sccc32)c1=O)NCCc1ccccc1 | 26% | -3% | 3% | 15% | -9% | 2% | 6% | 3% | 1 |
| COc1ccc(-c2nc(C)ncc2-c2ccc(Cl)cc2)c(O)c1 | 2% | 13% | -12% | 1% | -9% | -4% | 21% | -10% | -3 |

An excerpt; rates above refer to the full screens.
